# High-throughput results from PubChem.
# K1F lysis inhibition – inhibition of K1F phage lysis, E. coli UTI89, bacterial capsule biogenesis inhibitors, alamar blue (AID 488966). E. coli UTI89 K1F phage lysis, alamar blue, 2 h; higher % means a stronger effect. inhibition, % at 100 µM; hits with a dose series show IC50 in µM. hit rate 0.02% among 340,000;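 active = phage lysis inhibition, versus mean bacterial control, above a set limit; inconclusive = no clear call, values can overlap the other calls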;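 note: capsule biogenesis inhibitors block K1F phage lysis so surviving cells raise fluorescence; higher fluorescence means more inhibition of phage lysis; actives were called in the ten point dose series up to 300 µM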
# CSM14.1 death rescue – protection against thapsigargin-triggered cell killing – 384-well, CSM14.1, ATP luminescence, primary screen (AID 1222); CSM14.1 thapsigargin-induced death rescue, ATP luminescence; higher % means a stronger effect; cellular ATP content (survival), % at 20 µM; hits with a dose series show EC50 in µM; 190,000 tested, under 10 active;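 active = EC50 below 50 µM in the dose-response confirmation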;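 note: death triggered by thapsigargin at about 15 µM added after 2 h compound pretreatment; cell ATP read after overnight thapsigargin exposure of roughly 18 to 22 hours; normalized against plate controls of thapsigargin alone and 5% DMSO vehicle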
# Insulin prom up – MIN6 insulin promoter up-regulation | MIN6 insulin promoter-GFP reporter, high-content imaging; hits give high values | z-score at 5 µM | hit rate 0.3% among 190,000 | AID 1625;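 active = z-score above 3 at 5 µM with at least 500 cells counted in the well; inconclusive = wells under 500 cells, flagged as cytotoxic or low count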
# M1AAP inhibition – P. falciparum M1AAP inhibitors, biochemical, fluorogenic H-Leu-NHMec substrate, 1536-well (AID 1445); inhibition, % at 30 µM; hits with a dose series show IC50 in µM; recombinant M1AAP, H-Leu-NHMec fluorogenic kinetic assay; higher % means a stronger effect; hit rate 0.42% among 220,000;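 active = primary inhibition above the hit cutoff, then over 50% inhibition at one or more dose response concentrations, cut at about 23% in these data, passing the limit was not always enough; inconclusive = conflicting primary data, or primary hits not chosen for dose response; inactive = low primary inhibition, or under 50% at every dose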;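 note: plate controls were DMSO full reaction for no effect and no enzyme background for full effect; strong numbers were not always called active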
# P. falciparum M17LAP – P. falciparum M17LAP inhibitors, primary screen, biochemical, fluorogenic H-Leu-NHMec substrate, 1536-well (AID 1619) | one-dose inhibition, % at 30 µM; IC50 in µM for titrated hits | recombinant M17LAP, H-Leu-NHMec fluorogenic kinetic assay; higher % means a stronger effect | hit rate 0.38% among 220,000;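 active = compound inhibiting the enzyme by more than half at any dose during confirmatory dose-response retesting; inconclusive = strong single-dose inhibitors picked by rank but not retested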;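 note: plate controls were full reaction with DMSO carrier for no effect and no enzyme background for full effect; strong numbers were not always called active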
# bCat nuc transl – beta-catenin nuclear translocation modulation; nuclear translocation activity, % at 5 µM; HeLa beta-catenin nuclear translocation, immunofluorescence imaging; hit rate 0.3% among 190,000; AID 1665;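 active = nuclear translocation activity above 50% at 5 µM, with a well cell count of 50 or more; inconclusive = wells under 50 cells across six images, flagged as toxic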;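 note: per-cell ratio of nuclear to cytoplasmic median beta-catenin stain intensity; plate controls were DMSO negative control for no effect and GSK-3 inhibitor IX positive control for full effect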
#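 Test system: human HeLa cell line; Doses: 5 µM primary, 0.02–20 µM confirmation; Incubation: 24 h compound exposure, 37°C; Detection: beta-catenin immunofluorescence imaging with DAPI; Read-out: beta-catenin nuclear/cytoplasmic ratio, % activation.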
# Dynein transport – blocks dynein driven cargo transport along microtubules. 3617.4 mouse cells, GR-EGFP nuclear translocation imaging; test concentration mostly 20 µM; stimulated with dexamethasone, 1 µM; hits give low values. z-score, hits read low. hit rate 0.47% among 220,000. AID 1381;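 active = plate z-score of nuclear minus cytoplasmic receptor signal below a set negative limit, without overly bright fluorescence or cell loss, cut at about -3.5 in these data, passing the limit was not always enough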;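 note: z-score of nuclear minus cytoplasmic ring GR-EGFP intensity difference per well; some compounds called inactive have numbers as strong as hits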
#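 Medium: Induction medium lacking tetracycline, stripped serum | Probe or stimulus: 1.0 µM final dexamethasone stimulus | Schedule: 48 h induction, then 1 h compound, then 30 min agonist, 37 °C | Signal: Automated 10x imaging of fixed Hoechst-stained cells | Evaluation: Per-cell GR-EGFP intensity, nucleus versus surrounding cytoplasmic ring, well-averaged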
# Autophagy HCS – autophagy modulation, high-content screen | MEF GFP-LC3 puncta imaging; test concentration mostly 10 µM | calls only at 10 µM (by protocol) | hit rate 0.98% among 190,000 | AID 463193;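 active = percentage of spot-positive cells more than 3 SD above its plate mean, without a fluorescence outlier flag or 80% toxicity; inconclusive = no clear call, values can overlap the other calls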;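 note: spot-positive cell cutoff set from DMSO-treated cells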
# MT stabilizer – microtubule stabilization, imaging screen. % tubulin-high responders, % at 10 µM. HeLa tubulin immunostaining HCS, 24 h; share of cells brighter than vehicle mean+2SD. AID 2205. hit rate 0.83% among 200,000;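 active = plate Z-score above 3 for both tubulin-high and condensed-nucleus cell shares, with cell loss under 80%, at 10 µM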;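 note: anti alpha tubulin signal scored within the nucleus-defined area of each cell; some results filed as inactive read as strong as hits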
# Dynein transport cytoplasmic EGFP – recorded beside Dynein transport, whose call it bears; z-score; measured here: cytoplasmic GR-EGFP intensity; hits give high values
# Dynein transport nuclear GR-EGFP – recorded beside Dynein transport, whose call it bears; z-score; measured here: nuclear GR-EGFP intensity;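 lower value marks the stronger effect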
# Dynein transport cell count – recorded beside Dynein transport, whose call it bears; z-score; measured here: cell count per field
# Insulin prom up cell count – second read-out of Insulin prom up, no call of its own (marks repeat the call); cell count; measured here: cytotoxicity, nuclei count;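 total cells summed across four imaged fields per well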
# bCat nuc transl cell count 5 µM – further read-out of bCat nuc transl, marked with its call; cell count; measured here: cell count, cytotoxicity flag
# MT stabilizer Hoechst-high % – recorded beside MT stabilizer, whose call it bears; % Hoechst-high responders; measured here: nuclear condensation Hoechst responders;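 share of cells brighter than vehicle mean plus two SD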
# MT stabilizer cytotoxicity % – recorded beside MT stabilizer, whose call it bears; toxicity, %; measured here: cytotoxicity by cell density;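 0% = mean cell density of plate MIN control wells and 100% = no cells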
# Autophagy HCS cell loss 18 h – recorded beside Autophagy HCS, whose call it bears; toxicity, %; measured here: cell loss, nuclei count;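 cell loss after 18 h compound exposure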
# * hit, by the source's call; i = inactive; ? = inconclusive; . = no result given; [ ] = dose if it differs, or a comment.
SMILES,K1F lysis inhibition,CSM14.1 death rescue,Insulin prom up,Insulin prom up cell count,M1AAP inhibition,P. falciparum M17LAP,bCat nuc transl,bCat nuc transl cell count 5 µM,Dynein transport,Dynein transport cytoplasmic EGFP,Dynein transport nuclear GR-EGFP,Dynein transport cell count,Autophagy HCS,Autophagy HCS cell loss 18 h,MT stabilizer,MT stabilizer Hoechst-high %,MT stabilizer cytotoxicity %
Cc1ccc(CN2CCN(Cc3nc(C(C)C)cs3)CC2CCO)cc1 (stereo unspecified),0.2%,-0.6%,1.6,1478,2%,-2%,4.7,962,1.4,-0.32,0.45,-0.17,i,-29,2.6,2.0,3.8
COc1ccc(-n2cc(C#N)c(=O)[nH]c2=O)cc1,-0.7%,-0.2%,0.81,1622,0%,0%,-1.1,919,0.29,-0.26,0.4,0.23,i,-39,1.3,0.8,3.5
COc1ccc(C(=O)NCCC(C)C)cc1S(=O)(=O)N1CCOCC1,0.2%,-2.5%,0.12,1989,2%,3%,-1.1,1041,0.33,-0.23,0.93,-0.97,i,-4,3.2,1.5,8.4
O=C(NCCN1CCOCC1)Nc1ccccc1,8.9%,2.0%,-0.76,902,12%,4%,-7.3,1185,-0.36,-0.024,-0.24,0.21,i,-8,2.8,1.4,12
Cc1cc(C)n(CCC(=O)N/N=C/c2ccc(Br)c([N+](=O)[O-])c2)n1,1.0%,.,-0.4,1093,3%,3%,0.2,1290,0.029,-0.24,0.59,0.34,.,.,.,.,.
CCC(=O)N1CCc2cc(S(=O)(=O)CCC(=O)Nc3nc(C)cs3)ccc21,1.1%,-1.9%,.,.,7%,14%,3.9,549,2.5,-0.23,2.1,-1.2,i,8,2.2,0.3,22
O=C(CNS(=O)(=O)c1ccc(Br)s1)N1CCN(C(=O)c2ccco2)CC1,0.2%[50 µM],-1.1%,0.52,951,10%,6%,.,.,-0.063,-0.15,0.024,-1.4,i,1,1.3,1.3,8.1
COC(=O)Cc1cc(=O)n2[nH]c(SC)nc2n1,1.1%,-1.4%,.,.,9%,7%,-0.3,1068,-0.36,-0.35,-0.058,0.5,i,-2,1.6,2.0,9.9
C/C(=N\NS(=O)(=O)c1ccc(C)cc1)c1ccc(C)s1,-0.1%,-0.4%,-0.1,1635,5%,-9%,-0.1,1342,-0.88,-0.15,-1.1,-0.76,i,2,3.1,1.2,5.4
N#Cc1ccc(-c2cccnc2)nc1SCC(=O)Nc1sc2c(c1C#N)CCC2,2.2%,-2.1%,0.73,1880,14%,11%,0.0,1096,0.18,-0.18,0.9,-0.16,i,12,3.6,1.7,6.3
CC(=O)Nc1ccc(S(=O)(=O)Nc2nc3ccccc3nc2Nc2ccc(O)cc2)cc1,0.0%,.,0.1,1049,29%,23%,1.0,1266,0.39,-0.21,0.21,0.021,.,.,.,.,.
CCc1ccccc1-n1cnc2cc(C(=O)O)ccc21,3.8%[50 µM],-1.5%,-0.39,1351,0%,2%,0.8,779,-0.34,-0.15,0.1,-0.079,i,0,5.4,3.8,6.2
Nc1c(-c2ccccc2Cl)cnn1-c1cccc([N+](=O)[O-])c1,0.1%,-0.2%,0.23,1566,-3%,-1%,1.5,1334,-1.4,0.58,-0.59,0.77,i,-4,2.9,0.7,7.5
Cc1ccccc1-c1cc2c(nn1)-c1ccccc1C2=O,0.7%,-3.1%,0.95,812,-5%,7%,3.4,1091,-1.2,-0.04,-0.39,1,i,15,1.8,1.6,9.5
COc1ccc(S(=O)(=O)N2CCc3ccccc32)cc1C(=O)OCC(=O)c1c(N)n(C)c(=O)n(C)c1=O,0.3%,0.3%,.,.,10%,2%,6.5,890,1.7,0.03,1.3,-0.67,i,4,5.7,2.8,9.1
CCCCn1c(=O)c(CCC(=O)OCC(=O)Nc2ccc(C)c(Cl)c2)nc2ccccc21,.,-1.8%,0.14,1562,2%,6%,-2.3,1105,0.73,-0.24,0.32,-0.14,i,19,3.2,2.7,7.7
CCC(C)NC(=O)C1c2ccccc2C(=O)N(c2ccc(OC)cc2)C1c1ccc(OC)cc1 (stereo unspecified),0.1%,-3.6%,.,.,7%,-3%,0.9,1179,0.089,-0.28,0.17,0.36,i,-3,0.8,1.0,9.7
COC(=O)c1c(C(=O)NCc2ccccc2)ncn1CC(O)COc1ccccc1 (stereo unspecified),0.8%,-1.1%,-0.12,996,13%,0%,-2.3,1185,-0.34,-0.22,-0.039,0.73,i,-5,2.7,2.4,8.9
O=S(=O)(NCCc1ccccc1)c1ccc(Cl)nc1,-0.2%,-0.5%,0.08,1412,4%,4%,0.0,963,-0.52,-0.31,-0.72,0.61,i,3,4.1,1.9,4.5
COc1ccc(Oc2cc(C)c3cccc(C)c3n2)cc1,0.3%,2.6%,-0.15,1025,-3%,10%,.,.,-0.0029,-0.17,-0.16,0.87,i,-9,1.2,1.3,11
O=[N+]([O-])c1ccc(N=Nc2c(Cl)cc(O)cc2Cl)cc1,1.0%,.,?,.,6%,2%,0.7,1293,-0.84,-0.21,-0.057,0.32,.,.,.,.,.
COc1cc(C2C3C(=O)N(Cc4ccccc4)C(=O)C3ON2c2ccccc2)cc(OC)c1O (stereo unspecified),-0.1%,1.1%,-0.22,1262,13%,2%,-5.0,998,1.5,-0.17,1.1,-0.15,i,-11,3.3,2.8,17
NC(=O)/C(=C/c1cccnc1)NC(=O)c1ccccc1,0.9%,.,-0.22,1066,-1%,-6%,0.4,1339,0.68,-0.25,0.23,-0.34,.,.,.,.,.
O=C(NCc1cccc(Cl)c1)c1ccc2c(c1)SC1=NS(=O)(=O)CCN12,0.2%,-1.0%,-0.68,1598,-8%,-5%,0.1,1534,0.99,-0.17,0.95,-1.1,i,15,5.4,1.2,8.2
COc1nc(Cl)cn(-c2ccc(Cl)cc2)c1=O,2.0%[50 µM],-0.4%,0.15,1172,3%,20%,3.9,483,-0.86,-0.32,-0.6,0.98,i,3,2.7,3.8,3.7
COc1ccccc1CNS(=O)(=O)c1ccc(C)cc1,0.0%,6.1%,.,.,-1%,-1%,-12,1059,-0.076,0.49,-0.19,-0.11,i,5,1.3,1.3,8.7
CCC(C)(C)NC(=O)C(c1cccn1C)N(C(=O)Cn1nnc2ccccc21)c1ccc(OC)cc1 (stereo unspecified),-0.2%,0.0%,0.68,1198,-1%,-6%,-4.1,1004,0.005,-0.18,0.05,-0.23,i,7,5.1,2.8,5.7
CN(C)CCCN(C(=O)c1ccco1)c1nc2ccc(Cl)cc2s1,1.1%,-2.1%,-0.53,1443,0%,-2%,-3.6,1045,3,-0.011,2.4,-0.95,i,42,4.2,1.5,3.4
Cc1cccn2cc(CSc3nnc(Nc4ccc(C(C)C)cc4)s3)nc12,0.1%,7.6%,-0.29,1439,3%,-3%,-1.9,1176,2,-0.06,1.5,-1.3,i,-13,1.2,2.3,12
COC(=O)CN1C(=O)C(O)(CC(=O)c2ccc(C)cc2)c2ccccc21 (stereo unspecified),0.1%,.,.,.,3%,5%,.,.,-0.53,-0.092,0.3,-0.22,i,15,3.7,2.4,4.1
Cc1cccc(N(CC(=O)NC2CCCCC2)C(=O)CCCC(=O)Nc2ccccn2)c1,0.1%,-0.5%,.,.,-10%,15%,2.3,595,0.091,-0.22,-0.065,-0.18,i,-2,3.4,2.2,3.9
CCC(=O)Nc1cccc(NC(=O)c2cccc([N+](=O)[O-])c2)c1,-0.3%,-0.6%,0.16,1497,2%,3%,-0.8,1403,-0.87,-0.2,0.2,1.2,i,-30,3.2,1.5,7.3
COc1cccc(CN(C)C(=O)Nc2cccc(C(F)(F)F)c2)c1OC,0.7%[50 µM],-0.8%,-0.06,1346,13%,0%,4.5,962,0.29,-0.087,0.27,-0.59,i,18,2.6,3.9,9.1
CCOc1ccc(Nc2oc(-c3cccc(Cl)c3)nc2C#N)cc1,0.5%,0.1%,.,.,-3%,3%,.,.,0.94,0.24,0.97,-1.5,i,4,1.6,1.2,12
COc1ccc(C2CC(=O)C=C(NCc3ccc4c(c3)OCO4)C2)cc1 (stereo unspecified),-1.0%,.,-0.44,1107,1%,8%,-0.5,1210,0.13,-0.21,0.49,1.1,.,.,.,.,.
O=C(Nc1ccccc1)/C(=C/c1cccnc1)NC(=O)c1ccco1,-0.9%[50 µM],0.2%,0.01,1532,-4%,10%,-1.3,1171,0.48,-0.14,0.83,-0.37,i,0,2.8,2.5,8.2
